# OX1R antag-1: antagonists of human orexin 1 receptor (OX1R) | O43613 | OX1R-expressing cells, FRET antagonist read-out | inhibition, % at 6.6 µM | 330,000 compounds, 1.8% hits | AID 485270; in the data active = inhibition mostly above about 38%, no sharp cut-off; inactive = mostly below about 40%;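 note: 0% = agonist challenge alone and 100% = reference antagonist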
# Target sequence (O43613 whole entry, looked up): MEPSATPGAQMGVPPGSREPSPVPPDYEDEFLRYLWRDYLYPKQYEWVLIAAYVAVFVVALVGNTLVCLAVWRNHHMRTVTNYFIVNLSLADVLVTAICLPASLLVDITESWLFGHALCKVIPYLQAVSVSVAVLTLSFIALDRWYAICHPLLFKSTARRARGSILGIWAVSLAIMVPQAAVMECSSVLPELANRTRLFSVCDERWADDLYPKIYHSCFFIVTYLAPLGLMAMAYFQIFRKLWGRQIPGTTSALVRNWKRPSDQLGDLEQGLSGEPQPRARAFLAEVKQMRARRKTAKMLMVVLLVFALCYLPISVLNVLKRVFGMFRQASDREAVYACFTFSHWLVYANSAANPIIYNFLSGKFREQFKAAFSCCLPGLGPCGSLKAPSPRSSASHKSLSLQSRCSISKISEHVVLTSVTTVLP
# OX1R antag-2: human HCRTR1 antagonism; 330,000 compounds, 0.43% hits; inhibition, % at 5 µM; O43613; CHO/OX1R cells, Fluo-8 calcium fluorescence, orexin A; AID 434989;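 active = inhibition above its plate's threshold, mean inhibition of all tested compounds on the plate plus 3 SD, cut at about 37% in these data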;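 note: 0% = orexin A challenge wells and 100% = SB-334867-A antagonist wells; not every result past the cut was called active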
# STK33 inh: human STK33 kinase inhibition. Q9BYT3. purified STK33, MBP phosphorylation, ADP-Glo luminescence. inhibition, % at 10 µM. 320,000 compounds, 0.073% hits. AID 2661;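 active = inhibition at or above 25%, using the most active replicate where run in duplicate; inactive = inhibition below 25%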
# Target sequence (Q9BYT3 whole entry, looked up): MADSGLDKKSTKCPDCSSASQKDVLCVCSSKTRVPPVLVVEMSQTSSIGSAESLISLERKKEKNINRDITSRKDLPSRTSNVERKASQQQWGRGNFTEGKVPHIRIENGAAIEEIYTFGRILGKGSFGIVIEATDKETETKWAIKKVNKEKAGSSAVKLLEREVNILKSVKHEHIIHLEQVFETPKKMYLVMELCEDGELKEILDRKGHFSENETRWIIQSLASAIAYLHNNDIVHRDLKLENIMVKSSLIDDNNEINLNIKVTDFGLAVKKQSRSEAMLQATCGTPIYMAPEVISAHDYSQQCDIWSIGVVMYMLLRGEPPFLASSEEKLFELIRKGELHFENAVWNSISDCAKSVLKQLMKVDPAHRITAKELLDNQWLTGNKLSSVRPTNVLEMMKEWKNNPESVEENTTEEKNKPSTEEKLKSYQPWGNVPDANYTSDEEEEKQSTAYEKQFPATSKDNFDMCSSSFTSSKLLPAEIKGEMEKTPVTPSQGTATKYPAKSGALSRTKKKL
# Active calls of the source: *; x = no result given; & = joins results of further samples.
OX1R antag-1	OX1R antag-2	SMILES	STK33 inh
8	-18	CC(=O)NC(Cc1cccc(F)c1)C(=O)NC1CCN(C(=O)Nc2ccccc2)CC1 (configuration not stated)	-3.6
4	17	CN(C)CC(=O)Nc1ccc(Oc2ccc(Cl)cc2)cc1	1.0
11	-28	O=C(c1ccccc1-c1nc2ccccc2[nH]1)N1CCOCC1	-0.8
15	-21	CCC(C)(C)NC(=O)C(c1sccc1C)N(Cc1ccco1)C(=O)c1csnn1 (configuration not stated)	1.1
12	-3	CCOC(=O)C1=CN(Cc2ccco2)S(=O)(=O)NC1c1ccc(C(F)(F)F)cc1 (configuration not stated)	x
7	-20	COc1ccccc1NC(=O)NCC(=O)Nc1ccc(F)c(F)c1	-1.1
7	3	O=C1NC2=C(C(=O)OC2)C(c2ccc(OC(F)(F)F)cc2)N1 (configuration not stated)	0.2
8	-2	Cc1nc(S/C(=C/c2ccc(-c3ccc(Cl)cc3)o2)C(=O)O)n[nH]1	-0.7
6	9	Cc1ccccc1-n1c(SCC(=O)NCC2CCCO2)nnc1-c1ccncc1 (configuration not stated)	0.4
27	-32	O=C(NC1CC1)C1=C[C@@H](c2ccc(Br)cc2)C[C@@H](OCc2ccc(CO)cc2)O1	0.9
-8&12	1&17	Oc1ccc(NC(=S)Nc2ccccc2)cc1	-0.8&-1.3
28	-32	CCC1Nc2ncnc(N3CCCCC3)c2N(Cc2ccccc2)C1=O (configuration not stated)	0.2
1	-2	COC(=O)c1ccc(NC(=O)CCN2CCOCC2)cc1	-0.9
16	2	COc1ccccc1-c1nc(SCC(=O)N2CCOCC2)n[nH]1	-0.2
0	-7	Cc1ccc(CN(c2ccc(C(=O)NCC3CCCO3)cc2)S(C)(=O)=O)cc1 (configuration not stated)	-1.7
13	-31	CC(=O)c1cccc(NC(=O)CN(C)S(=O)(=O)c2ccc3c(c2)CC(C)N3C(C)=O)c1 (configuration not stated)	-0.8
8	-17	CSc1ccccc1NC(=O)Nc1cccc(F)c1	-0.7
1	-31	O=C(c1cccc(NS(=O)(=O)c2ccc(F)c(F)c2)c1)N1CCN(Cc2ccccc2)CC1	0.8
5	-3	Cc1cc(NC(=O)c2ccc(Cl)cc2Cl)n(CCC#N)n1	-0.8
12	-20	COc1ccc(-n2nc(C(=O)NCC(=O)N3CCN(c4ccccc4)CC3)c3ccccc3c2=O)c(OC)c1	-0.8
43	2	FC(F)Sc1ccc(-n2cc(-c3ccccc3)[n+]3c2CCC3)cc1	-1.3
33	-8	Cc1ccc(C)c2[nH]c(=O)c(CN(CCN3CCOCC3)Cc3nnnn3CC3CCCO3)cc12 (configuration not stated)	-1.1
-4	-31	Cc1cccc(OCC(O)Cn2ccnc2C)c1 (configuration not stated)	0.4
27	-3	O=c1oc2ccccc2c(Nc2ccccc2O)c1[N+](=O)[O-]	-0.1
6	-32	CCOc1ccc(N(CC(=O)NC2CC3CCC2C3)S(=O)(=O)c2ccccc2)cc1 (configuration not stated)	-0.3

# Carrying on.
OX1R antag-1	OX1R antag-2	SMILES	STK33 inh
26	-9	CC(C)CN1CCC(=O)N(CCO)CC1	-1.5
15	-3	CCC(Sc1nc2ccccc2c(=O)[nH]1)C(=O)O (configuration not stated)	-1.0
18	-14	COc1cc(NC(=O)CCC(=O)Nc2ccc3nc(N4CCOCC4)cc(C)c3c2)cc(OC)c1OC	-0.6
6	5	Oc1c(C(c2ccccc2Cl)N2CCCC2)ccc2cccnc12 (configuration not stated)	-2.9
9	5	Cc1cccc(NC(=O)CSCc2cc(=O)n3ccsc3n2)c1C	-1.1
51*	-5	COc1ccc(N2CCN(C(=O)C3CCN(C(=O)c4ccc([N+](=O)[O-])cc4)CC3)CC2)cc1	-0.7
2	1	O=c1[nH]cnc2c1sc(=S)n2-c1ccccc1	-1.3
11	-38	COc1ccc(C2C(C(=O)OCC(=O)Nc3ccc(C)cc3)CCC(=O)N2c2ccc(OC)cc2)cc1 (configuration not stated)	x
7	-15	O=C(COc1ccc(Cl)cc1)N1CCN(S(=O)(=O)c2ccc(Cl)cc2)CC1	-2.2
6	-18	O=C(CSc1ncn[nH]1)N1CCN(c2nnc(-c3ccccc3)c3ccccc23)CC1	-0.5
9	-8	O=C(CN1CCCC1)Nc1ccc(NC(=O)Nc2ccccc2)cc1	-0.3
9	-19	Cc1nc2ccccc2nc1CSc1nncs1	5.8
8	-41	COc1ccc(OC)c(C2CC(c3ccccc3)=NN2C(=S)Nc2ccccc2)c1 (configuration not stated)	-0.8
10	-9	CC(=O)Oc1ccc(-c2csc(Nc3ccc(S(N)(=O)=O)cc3)n2)cc1	-0.8
-3	-26	CC(OC(=O)COc1ccccc1)C(=O)NC1CCCC1 (configuration not stated)	-1.5
7	-2	COc1ccc(C(=O)NCCN2CCN(C(=O)c3ccc(OC)cc3)CC2)cc1	-0.7
22	-23	CCCCCCn1cc(C(=O)O)c(=O)c2ccccc21	-0.4
6	-5	O=C(C1CC1)N1N=C2CCCCC2C1(O)C(F)(F)F (configuration not stated)	-0.1
8	-4	COc1ccc(C(=O)C2CCCN(Cc3cccn3-c3ccccn3)C2)cc1F (configuration not stated)	-1.2
9	-10	COc1ccc(CN2CC(=O)N(c3ccc(C)c(C)c3)C2=S)cc1OC	-0.7
20	-4	COc1ccc(NC(=O)CC2C(=O)N(Cc3cccs3)C(=S)N2C(C)C)cc1 (configuration not stated)	-0.4
10	-21	CCc1ccc2c(c1)cc(CN(C(=S)Nc1cccc(C)c1)C1CC1)c1nnnn12	-0.7
7	-22	COc1ccc(NS(=O)(=O)c2ccc3c(c2)NC(=O)CCS3)cc1Cl	1.3
22	3	O=C(O)CCCNC(=O)c1nn(Cc2ccccc2)c(=O)c2ccccc12	-0.5
4	-19	Nn1cnc2scc(-c3ccc(Cl)cc3)c2c1=O	-1.8

# New compounds follow
OX1R antag-1	OX1R antag-2	SMILES	STK33 inh
50	-4	CCOC(=O)c1sc(N/N=C/c2cc(Br)c(O)c(OC)c2)nc1C	-2.0
-3	-17	COc1c(S(=O)(=O)NCCCN2CCOCC2)ccc(Cl)c1Cl	-0.6
7	-21	O=C(CCC(=O)N1CCOc2ccccc21)NCCc1ccccc1	-0.8
16	-16	Cc1nc(SCC(=O)Nc2c(C)nn(C)c2C)c2cnn(-c3ccccc3)c2n1	-2.4
4	-23	Cn1c(N)c(C(=O)COC(=O)Cc2cccs2)c(=O)n(C)c1=O	-1.3
17	-7	CCC(C)OC(=O)C1=C(C)OC23OC(N)=C(C#N)C12C(=O)c1ccccc13 (configuration not stated)	1.0
10	-12	CC(NS(=O)(=O)c1ccc(F)cc1)C(=O)Nc1ccc2c(c1)OCCO2 (configuration not stated)	-0.8
27	6	COc1ccc(NC(=O)Nc2cccc(NC(C)=O)c2)c(OC)c1	6.8
54*	16	CC(C)n1c(CN(C)Cc2ccccc2)nc2c1c(=O)n(C)c(=O)n2C	-0.7
11	-15	CCOc1[nH]n(-c2ccc(Cl)cc2)c(=O)c1C=Nc1ccc(O)cc1	0.5
14	-19	N#CC1=C(SCC(N)=O)NC(=O)CC1c1ccccc1Cl (configuration not stated)	-1.1
26	-9	O=C(O)c1cc(N/N=C/c2c(O)ccc3ccccc23)ccc1Cl	44*
2	-21	COc1ccc(C(=O)NC(=S)Nc2ccc(CN3CCOCC3)cc2)cc1	-0.3
31	-15	CCOc1ccc(NC(=O)COc2ccccc2)c([N+](=O)[O-])c1	-1.8
-2	-4	CN1CCN(C(=O)Cn2c(=O)oc3cc(S(=O)(=O)NCc4ccccc4)ccc32)CC1	-1.3
16	-7	COc1ccccc1NC(=O)c1ccc(N2CC3CC(C2)c2cccc(=O)n2C3)c(NC(=O)c2ccncc2)c1 (configuration not stated)	-0.6
15	-7	O=C(COC(=O)c1sc2cc(F)ccc2c1Cl)Nc1ncc(Cl)cc1Cl	0.9
-1	-6	COCc1cc(OC)nc(-c2csc(C)n2)n1	-0.6
1	0	COc1ccc(S(=O)(=O)NCCC(=O)OCC(=O)NC2CC2)cc1	-1.0
23	-6	Cc1cccc(CNc2ncnc3ccc(-c4ccccc4Cl)cc23)c1	0.4
28	3	COc1ccc(CCNC(=O)c2ccn[nH]2)cc1OC	0.7
17	-29	O=S(=O)(NCC1NCCc2ccccc21)c1ccccc1 (configuration not stated)	0.2
27	-24	Cc1ccc(C(=O)C2=C(O)C(=O)N(Cc3cccnc3)C2c2ccc(OC(C)C)cc2)o1 (configuration not stated)	-1.6
18	0	CC(=O)Nc1nc(C)c(-c2csc(Nc3ccc(O)cc3)n2)s1	13
5	-17	C=CCn1c(Cc2nc3ccc(Cl)cc3[nH]2)n[nH]c1=S	-0.5

# Next results.
OX1R antag-1	OX1R antag-2	SMILES	STK33 inh
20	-33	CSc1nc(-c2ccco2)nn1C(=O)Cc1ccccc1	0.6
21	-27	CC(C)(C)C(=O)N1CCN(c2ccc([N+](=O)[O-])cc2-n2cccc2)CC1	2.0
36	29	CCOc1ccc(S(=O)(=O)Nc2cc(Cl)ccc2O)cc1	-1.0
4	-14	CN1CC(=O)N/C1=N\C(=O)Nc1ccc(O)cc1	-0.4
13	-5	N#CCC(=O)Nc1ccc(C(=O)NCC(c2ccco2)N2CCCCC2)cc1 (configuration not stated)	-0.8
18	-19	COc1ccc(N2CCN(C(=O)CC(NC(N)=O)c3cccc(Oc4ccccc4)c3)CC2)cc1 (configuration not stated)	0.1
1	-24	CCOC(=O)c1c(NC(=O)COC(=O)c2cc(OC)c(OC)cc2[N+](=O)[O-])sc(C)c1C	-0.7
18	10	S=c1[nH]nc(/C=C/c2ccccc2)o1	-0.8
18	-8	O=C(Oc1cccc2ccccc12)c1cc(Cl)nc2ccccc12	3.1
4	-26	COc1cccc(CSc2nc3sc(C)c(C)c3c(=O)n2Cc2ccco2)c1	1.4
33*	2	C=CCn1c(SCC(=O)Nc2cccc(S(N)(=O)=O)c2)nc2sc(C)c(C)c2c1=O	4.1
27	8	Cc1cc(C)n2nc(CC#N)c(C#N)c2n1	-1.6
-1	3	Cn1nccc1C(=O)N1CCN(c2ncccn2)CC1	0.3
-2	-17	O=C(NN1CCOCC1)c1ccc(Br)cc1	-2.6
2	-36	COc1ccc(C(CNC(=O)COc2ccccc2)N2CCCCC2)cc1 (configuration not stated)	x
29	-7	COc1ccc(Cl)cc1NC(=O)CN(C)C(=O)CCCc1c[nH]c2ccccc12	0.9
9	5	S=C(NCCN1CCOCC1)Nc1ccc(-c2nc3ccccc3[nH]2)cc1	0.5
17	-23	CCOC(=O)CC(=O)CSc1nnc2sc3ccccc3n12	-0.4
-2	-20	Cc1ccc(N(C)S(=O)(=O)c2cc(-c3cnc(C4CC4)o3)ccc2C)cc1	-1.0
2	-3	N#Cc1cccc(NC(=O)CCN2C(=O)C3CCCCC3C2=O)c1 (configuration not stated)	9.6
6	-14	CCOc1ccc(NS(=O)(=O)CC23CCC(CC2=O)C3(C)C)cc1 (configuration not stated)	-0.4
25	-4	CCOC(=O)C[C@H]1c2ccc(C(F)(F)F)cc2S(=O)(=O)N1C(C)C	1.1
11	-18	Brc1ccc(-c2ccc(/C=N/Nc3nc(N4CCOCC4)nc(N4CCOCC4)n3)o2)cc1	x
-13	-14	Cc1ccccc1-c1n[nH]c(=S)o1	-0.1
4	-33	Cc1ccc(NS(=O)(=O)c2ccc3c(c2)NC(=O)CO3)cc1Cl	-0.6
0	-4	COCCCNC(=O)CNC(=S)N(Cc1ccccc1)Cc1cccnc1	-0.9
9	-21	CCCCSCCCNC(=O)c1cn(C)c2ccc(S(=O)(=O)N3CCCC3)cc2c1=O	-2.0
